Assay outcomes: PubChem, several laboratories
P. falciparum M1AAP = malaria alanyl aminopeptidase activity blockers – biochemical, fluorogenic H-Leu-NHMec substrate, 1536-well (AID 1445) | inhibition, % at 30 µM, or IC50 in µM where a hit was titrated | 220,000 compounds, 0.42% hits | recombinant M1AAP, H-Leu-NHMec fluorogenic kinetic assay; higher % means a stronger effect;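 active means primary inhibition above the hit cutoff, then over 50% inhibition at one or more dose response concentrations, cut at about 23% in these data, passing the limit was not always enough; inconclusive means conflicting primary data, or primary hits not chosen for dose response; inactive means low primary inhibition, or under 50% at every dose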;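 further: plate controls were DMSO full reaction for no effect and no enzyme background for full effect; strong numbers were not always called active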
P. falciparum M17LAP = P. falciparum M17LAP inhibitors, primary screen, biochemical, fluorogenic H-Leu-NHMec substrate, 1536-well (AID 1619). recombinant M17LAP, H-Leu-NHMec fluorogenic kinetic assay; higher % means a stronger effect. inhibition, % at 30 µM; hits with a dose series show IC50 in µM. 220,000 compounds, 0.38% hits;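 active means compound inhibiting the enzyme by more than half at any dose during confirmatory dose-response retesting; inconclusive means strong single-dose inhibitors picked by rank but not retested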;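 further: plate controls were full reaction with DMSO carrier for no effect and no enzyme background for full effect; strong numbers were not always called active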
K1F lysis inhibition = inhibition of K1F phage lysis, E. coli UTI89, bacterial capsule biogenesis inhibitors, alamar blue (AID 488966). E. coli UTI89 K1F phage lysis, alamar blue, 2 h; higher % means a stronger effect. inhibition, % at 100 µM, or IC50 in µM where a hit was titrated. 340,000 compounds, 0.02% hits;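 active means phage lysis inhibition, versus mean bacterial control, above a set limit; inconclusive means no clear call, values can overlap the other calls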;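 further: capsule biogenesis inhibitors block K1F phage lysis so surviving cells raise fluorescence; higher fluorescence means more inhibition of phage lysis; actives were called in the ten point dose series up to 300 µM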
Insulin prom up = MIN6 insulin promoter up-regulation; z-score at 5 µM; 190,000 compounds, 0.3% hits; MIN6 insulin promoter-GFP reporter, high-content imaging; hits give high values; AID 1625;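 active means z-score above 3 at 5 µM with at least 500 cells counted in the well; inconclusive means wells under 500 cells, flagged as cytotoxic or low count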
MT stabilizer = microtubule stabilizers in HeLa cells; % tubulin-high responders, % at 10 µM; HeLa tubulin immunostaining HCS, 24 h; share of cells brighter than vehicle mean+2SD; 200,000 compounds, 0.83% hits;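 active means plate Z-score above 3 for both tubulin-high and condensed-nucleus cell shares, with cell loss under 80%, at 10 µM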;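 further: anti alpha tubulin signal scored within the nucleus-defined area of each cell; some results filed as inactive read as strong as hits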
Autophagy HCS = autophagy modulation, high-content screen. MEF GFP-LC3 puncta imaging; test concentration mostly 10 µM. calls only at 10 µM (by protocol). 190,000 compounds, 0.98% hits. AID 463193;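 active means percentage of spot-positive cells more than 3 SD above its plate mean, without a fluorescence outlier flag or 80% toxicity; inconclusive means no clear call, values can overlap the other calls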;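 further: spot-positive cell cutoff set from DMSO-treated cells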
Dynein cargo inh = blocks dynein driven cargo transport along microtubules; 3617.4 mouse cells, GR-EGFP nuclear translocation imaging; test concentration mostly 20 µM; stimulated with dexamethasone, 1 µM; hits give low values; z-score, hits read low; 220,000 compounds, 0.47% hits;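 active means plate z-score of nuclear minus cytoplasmic receptor signal below a set negative limit, without overly bright fluorescence or cell loss, cut at about -3.5 in these data, passing the limit was not always enough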;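 further: z-score of nuclear minus cytoplasmic ring GR-EGFP intensity difference per well; some compounds called inactive have numbers as strong as hits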
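Schedule: 48 h induction, then 1 h compound, then 30 min agonist, 37 °C. Buffer or medium: tetracycline-free induction medium containing charcoal-stripped FBS. Reagent: 1.0 µM final dexamethasone stimulus. Evaluation: nuclear versus cytoplasmic GR-EGFP signal, averaged per well. Signal: high-content fluorescence imaging after fixation.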
b-catenin transl = beta-catenin nuclear translocation modulation. nuclear translocation activity, % at 5 µM. 190,000 compounds, 0.3% hits. HeLa beta-catenin nuclear translocation, immunofluorescence imaging;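 active means nuclear translocation activity above 50% at 5 µM, with a well cell count of 50 or more; inconclusive means wells under 50 cells across six images, flagged as toxic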;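 further: per-cell ratio of nuclear to cytoplasmic median beta-catenin stain intensity; plate controls were DMSO negative control for no effect and GSK-3 inhibitor IX positive control for full effect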
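System: HeLa cells, endogenous beta-catenin; compound dosing: 5 µM primary single dose, 0.1% DMSO, 0.02–20 µM confirmation series; incubation: 24 h compound exposure at 37°C, 5% CO2; signal: beta-catenin immunofluorescence imaging with DAPI; evaluation: % activation, nuclear-to-cytoplasmic median beta-catenin signal ratio per cell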
CSM14.1 death rescue = protection against thapsigargin-triggered cell killing – 384-well, CSM14.1, ATP luminescence, primary screen (AID 1222). CSM14.1 thapsigargin-induced death rescue, ATP luminescence; higher % means a stronger effect. one-dose cellular ATP content (survival), % at 20 µM; EC50 in µM for titrated hits. 190,000 tested, under 10 active;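 active means EC50 below 50 µM in the dose-response confirmation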;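 further: death triggered by thapsigargin at about 15 µM added after 2 h compound pretreatment; cell ATP read after overnight thapsigargin exposure of roughly 18 to 22 hours; normalized against plate controls of thapsigargin alone and 5% DMSO vehicle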
Dynein cargo inh cytoplasmic EGFP = recorded beside Dynein cargo inh, whose call it bears; z-score; measured here: cytoplasmic GR-EGFP intensity; hits give high values
Dynein cargo inh nuclear GR-EGFP = second read-out of Dynein cargo inh, no call of its own (marks repeat the call); z-score; measured here: nuclear GR-EGFP intensity;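 lower value marks the stronger effect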
Dynein cargo inh cell count = recorded beside Dynein cargo inh, whose call it bears; z-score; measured here: cell count per field
Insulin prom up cell count = second read-out of Insulin prom up, no call of its own (marks repeat the call); cell count; measured here: cytotoxicity, nuclei count;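 total cells summed across four imaged fields per well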
b-catenin transl cell count 5 µM = also measured in b-catenin transl; calls as there; cell count; measured here: cell count, cytotoxicity flag
MT stabilizer Hoechst-high % = second read-out of MT stabilizer, no call of its own (marks repeat the call); % Hoechst-high responders; measured here: nuclear condensation Hoechst responders;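 share of cells brighter than vehicle mean plus two SD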
MT stabilizer cytotoxicity % = recorded beside MT stabilizer, whose call it bears; toxicity, %; measured here: cytotoxicity by cell density;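 0% = mean cell density of plate MIN control wells and 100% = no cells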
Autophagy HCS cell loss 18 h = further read-out of Autophagy HCS, marked with its call; toxicity, %; measured here: cell loss, nuclei count;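 cell loss after 18 h compound exposure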
Starred values were filed as active, the others as inactive; i = inactive; u = inconclusive; x = no result given; [ ] = another dose, or the depositor's remark.

structure	P. falciparum M1AAP	P. falciparum M17LAP	K1F lysis inhibition	Insulin prom up	Insulin prom up cell count	MT stabilizer	MT stabilizer Hoechst-high %	MT stabilizer cytotoxicity %	Autophagy HCS	Autophagy HCS cell loss 18 h	Dynein cargo inh	Dynein cargo inh cytoplasmic EGFP	Dynein cargo inh nuclear GR-EGFP	Dynein cargo inh cell count	b-catenin transl	b-catenin transl cell count 5 µM	CSM14.1 death rescue
Cn1c(/C=N/NC(=O)c2ccccc2Br)nc2ccccc21	11%	16%	0.0%	-0.86	1603	0.6	0.9	4.5	i	24	-0.26	1.1	-0.15	0.093	-1.3	1288	-1.6%
O=C1CN(C(=O)c2ccco2)c2ccccc2N1	4%	6%	-1.3%	0.04	1882	1.6	3.2	9.0	i	40	-0.58	-0.22	-0.57	1.6	-2.4	1059	-1.4%
CCOC(=O)C(CC(C)C)CP(=O)(O)CNC(=O)OCc1ccccc1 (stereo unspecified)	-3%	15%	-0.4%	-0.53	1482	4.6	2.7	2.5	i	-6	-1.1	-0.19	-0.16	0.52	-7.7	934	-1.3%
COc1cccc(/C=C2/SC(=O)N(CC(=O)N3CCc4ccccc4C3)C2=O)c1OCC(=O)O	7%	16µM*	0.1%	0.09	818	1.0	1.2	12	i	-21	0.33	-0.23	0.51	0.65	-1.8	1110	-4.0%
Cc1ccc(C(=O)c2c(NC(=O)c3ccncc3)sc3c2CCCC3)cc1	0%	-1%	0.5%	-0.48	1811	1.2	1.6	13	i	-5	0.26	-0.22	-0.42	0.66	-3.6	1116	-2.1%
CCOC(=O)c1c(N)sc2c(OCC)c(Br)ccc12	-2%	6%	2.2%	x	x	2.7	3.3	0.3	i	5	0.19	3.8	0.71	-1.6	-0.9	1172	-0.9%
COc1ccc(NC(=O)Nc2cccc(Cl)c2Cl)c(OC)n1	5%	-4%	0.3%	-0.22	1401	x	x	x	x	x	0.69	-0.27	0.1	0.16	2.1	1007	x
Cc1cc(N2CCCCC2)nc2ccc(NC(=O)c3ccc(Br)o3)cc12	19%	12%	9.1%	-0.33	815	0.6	1.4	12	i	-7	-0.56	-0.073	-0.26	0.27	x	x	1.7%
CCCCNC(=O)c1c(C)cc(=O)oc1C	-3%	-1%	1.8%	-0.6	1090	3.3	1.9	7.7	i	-2	-0.6	-0.22	-0.35	0.88	-0.2	1152	x
CCC(=O)Nc1cccc(NC(=O)c2cc3ccccc3o2)c1	-2%	4%	-0.2%	x	x	3.8	1.9	3.5	i	17	0.78	-0.15	0.59	-0.66	-3.1	938	-1.2%
CCCCOc1cccc(-c2nnc(N)s2)c1	4%	-13%	0.2%	-1.4	1276	2.3	1.7	5.2	i	-4	0.25	-0.26	0.44	-0.16	x	x	-1.1%
O=C(O)[C@H](Cc1ccccc1)N1Cc2ccccc2C1=O	11%	6.5µM*	0.9%	-1	1013	2.8	2.1	2.0	x	x	0.75	-0.18	0.4	-0.33	x	x	-1.2%
CCCC(O)(c1ccc(OC)cc1)C(CN1CCOCC1)c1ccccc1 (stereo unspecified)	-1%	5%	1.7%	-0.06	1332	2.7	2.4	5.4	i	4	-0.37	-0.34	-0.14	1	-0.6	1104	2.4%
O=C(c1noc2c1CCCC2)N1CCCCC1	0%	-2%	2.1%	1	1276	2.5	3.2	9.5	i	-4	-0.89	-0.26	-0.19	0.95	0.9	937	1.0%
C=CCNc1oc(/C=C/c2ccccc2)nc1C#N	u	-132%	9.0%	-1.4	1343	1.5	1.0	3.8	i	-3	-0.42	0.073	-0.3	-0.32	1.2	1343	-1.6%
COc1ccc(N2CC(O)=C(c3nc(-c4ccc(F)cc4)cs3)C2=N)cc1OC	0%	2%	-0.1%	0.19	1014	2.4	2.7	8.0	i	-1	0.85	-0.15	0.67	-0.94	0.6	1058	1.1%
Cc1onc(-c2ccccc2)c1C(=O)Nc1nc(-c2cc(F)ccc2F)cs1	8%	-3%	-2.6%	-0.12	1080	2.4	3.2	8.2	i	-8	0.17	-0.011	0.29	0.11	1.0	1161	-1.8%
CCOC(=O)C1CCN(C(=O)Cc2c(F)cccc2Cl)CC1	-3%	1%	4.0%	-0.3	1254	2.9	1.4	3.4	i	2	-0.8	-0.22	-0.42	0.44	-1.2	1047	0.7%
O=C1c2ccccc2C(=O)c2c(NCc3cccnc3)cccc21	18%	2%	-0.6%	2.4	1502	6.1	3.0	5.5	i	-14	1.3	-0.16	0.095	-0.036	4.5	1215	-1.2%
COC(=O)C1CCN(C(=O)CSc2ccccc2)CC1	11%	-16%	2.8%	-0.55	1435	3.1	4.8	5.4	i	-14	-0.47	-0.24	-0.66	0.71	-2.9	569	-0.8%
CSc1ccc(C(=S)N2CCN(CCO)CC2)cc1	5%	14%	0.2%	-0.25	1776	3.4	1.6	5.7	i	0	-0.49	-0.26	-0.43	-0.45	-0.3	1039	-2.6%
COc1ccc(OCCC(=O)NCCN2CCOCC2)cc1	9%	1%	-1.0%	-1	1562	4.3	1.2	4.4	i	24	1.6	-0.23	1	-1.1	-1.8	1085	-1.4%
O=C(NCc1cccc(Cl)c1)NCc1cccc(Cl)c1	10%	2%	5.5%	x	x	3.5	3.4	7.7	i	-12	2.1	0.76	1.7	-2	-0.2	998	-2.3%
O=C(CCC(=O)NC1CCCCCC1)Nc1nnc(C(F)(F)F)s1	2%	1%	1.4%	-0.49	1008	2.5	1.6	5.4	i	6	-0.041	-0.24	-0.2	0.72	1.0	1181	-1.1%
NC(=O)c1cc2cc(Cc3ccccc3Cl)ccc2oc1=O	1%	4%	0.1%	-0.64	1609	3.2	1.9	4.1	i	51	-0.58	-0.34	0.16	0.88	-1.5	1053	0.4%
CC(C(=O)N1CCN(C=O)CC1)N1C(=O)c2ccccc2C1=O (stereo unspecified)	-3%	1%	0.5%	-0.48	1406	4.7	3.5	9.6	i	21	2.2	-0.1	1.9	-2.2	1.4	1158	-0.8%
CCc1ccc(NC(=S)N2CCN(c3cccc(C(F)(F)F)c3)CC2)cc1	2%	10%	0.0%	x	x	1.0	1.2	5.7	i	-1	0.00093	-0.24	-0.36	0.29	x	x	-0.9%
NS(=O)(=O)c1ccc(NC(=O)CSc2ncccn2)cc1	9%	-5%	0.6%[50 µM]	0.17	1126	x	x	x	x	x	0.64	-0.24	0.39	-0.23	1.1	1258	x
Cn1c(=O)n(-c2ccc(Cl)cc2)c(=O)c2c3c(sc21)COC(C)(C)C3	7%	-4%	-0.1%	-0.21	1629	2.3	2.0	8.6	i	-8	1.4	-0.1	1.9	-0.8	-2.4	1445	-0.8%
S=c1[nH]nc(-c2ccco2)n1-c1ccc(Cl)cc1	x	x	-0.2%	0.96	1503	1.3	2.0	7.0	i	-6	-0.53	-0.24	0.14	0.64	0.9	944	-0.5%
CCN(CCNC(=O)C1CCCN(S(=O)(=O)CC)C1)c1ccccc1 (stereo unspecified)	2%	3%	-0.1%	3.1*	1081*	3.2	2.9	1.8	i	9	-0.17	-0.36	0.013	0.32	0.5	1395	-0.7%
